Assay outcomes: PubChem, several laboratories
APP transl inh = APP translation inhibition | SH-SY5Y APP 5'UTR-luciferase reporter, luminescence | inhibition, % at 2 µM | 0.82% of 190,000 active | AID 1285;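 active = inhibition above a set limit, derived from the sample mean plus 3 SD, cut at about 45% in these data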; note: values of inactives mirror those of a sister screen read the other way
NF-kB expr up = NF-kB expression increase, human neuronal cells. 1.6% of 190,000 active. NF-kB reporter expression; hits give high values. fold change at 12.5 µM. AID 1239; in the data active = fold change above about 3.3
Diaph inh CS = diaphorase inhibition or chemical oxidation counter-screen; diaphorase resazurin-to-resorufin fluorescence, NADH, 16 min; bacterial (C. kluyveri) enzyme, not human; inhibition, % at 20 µM; 0.69% of 190,000 active;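 active = primary screen inhibition at 20 µM above a set limit, cut at about 50% in these data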;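 note: plate controls were DMSO with full reaction for no effect and wells lacking NADH for full effect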
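Assay system: diaphorase enzyme from Clostridium kluyveri. Quantity: enzyme working solution with 0.14 U/mL diaphorase. Schedule: reaction incubation of 16 min at room temperature. Technique: resorufin fluorescence, excitation 544 nm, emission 590 nm. Controls: No-NADH positive control and DMSO neutral control.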
Diaph act CS = counter-screen for diaphorase-based assays: diaphorase activators and chemical reducers; activation factor at 20 µM; AID 1229; Diaphorase/resazurin coupled assay, resorufin fluorescence, 16 min; hits give high values; 1 = vehicle wells, 0 = NADH-free wells; 0.005% of 190,000 active;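 active = diaphorase activity raised at least twofold by the compound at 20 µM; inactive = activation factor below 2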
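Material: purified diaphorase enzyme from Clostridium kluyveri / Medium: HEPES pH 7.4 buffer with MgCl2 and Tween 20 / Schedule: enzyme reaction of 16 min at room temperature / Measured by: resorufin fluorescence, excitation 544 nm, emission 590 nm / Evaluation: rise in resorufin formation, marking diaphorase activation or chemical reduction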
APP 5'UTR act = activates APP 5'UTR luciferase reporter; SH-SY5Y APP 5'UTR luciferase reporter, luminescence; zero percent = DMSO vehicle wells; activation, % at 2 µM; 1% of 190,000 active; AID 1276;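 active = activation above a set limit, based on mean plus 3 SD of controls, cut at about 140% in these data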; note: values of inactives mirror those of a sister screen read the other way
G6PDH CS = L. mesenteroides G6PDH inhibition counter-screen. Purified L. mesenteroides G6PDH, diaphorase/resazurin coupled fluorescence, 45 min. inhibition, % at 5 µM. 0.12% of 200,000 active; in the data active = inhibition above about 50%
STAT1 activator = STAT1 signaling activation. NIH 3T3 STAT1-luciferase reporter, IFN-gamma, luminescence; 100% = IFN-gamma alone, no compound. activation (% of control), % at 5.5 µM. 2.6% of 200,000 active;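 active = activation above the screen-wide mean activation plus 3 SD, cut at about 130% in these data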;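 note: raw ratio to IFN-gamma control signal so 100% means no change and 0% no light; values of inactives mirror those of a sister screen read the other way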
FLuc inh counter = Photinus pyralis luciferase inhibition counter-screen; P08659; ATPLite firefly luciferase biochemical luminescence, 10 min; AID 1006; 1.5% of 200,000 active; inhibition, % at 10 µM;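 active = inhibition above about 50% when tested at 10 µM, limit read from the data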
TLR4-MyD88 BLA = inhibitors of human TLR4-MyD88 binding. 0.18% of 200,000 active. inhibition, % at 8.4 µM. AID 861. HeLa CL3-4 TLR4/MyD88 BLA complementation, FRET ratio. O00206+Q99836; in the data active = inhibition above about 25%;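 note: 0% = vehicle and 100% = reference inhibitor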
Target sequence (O00206 whole entry, looked up): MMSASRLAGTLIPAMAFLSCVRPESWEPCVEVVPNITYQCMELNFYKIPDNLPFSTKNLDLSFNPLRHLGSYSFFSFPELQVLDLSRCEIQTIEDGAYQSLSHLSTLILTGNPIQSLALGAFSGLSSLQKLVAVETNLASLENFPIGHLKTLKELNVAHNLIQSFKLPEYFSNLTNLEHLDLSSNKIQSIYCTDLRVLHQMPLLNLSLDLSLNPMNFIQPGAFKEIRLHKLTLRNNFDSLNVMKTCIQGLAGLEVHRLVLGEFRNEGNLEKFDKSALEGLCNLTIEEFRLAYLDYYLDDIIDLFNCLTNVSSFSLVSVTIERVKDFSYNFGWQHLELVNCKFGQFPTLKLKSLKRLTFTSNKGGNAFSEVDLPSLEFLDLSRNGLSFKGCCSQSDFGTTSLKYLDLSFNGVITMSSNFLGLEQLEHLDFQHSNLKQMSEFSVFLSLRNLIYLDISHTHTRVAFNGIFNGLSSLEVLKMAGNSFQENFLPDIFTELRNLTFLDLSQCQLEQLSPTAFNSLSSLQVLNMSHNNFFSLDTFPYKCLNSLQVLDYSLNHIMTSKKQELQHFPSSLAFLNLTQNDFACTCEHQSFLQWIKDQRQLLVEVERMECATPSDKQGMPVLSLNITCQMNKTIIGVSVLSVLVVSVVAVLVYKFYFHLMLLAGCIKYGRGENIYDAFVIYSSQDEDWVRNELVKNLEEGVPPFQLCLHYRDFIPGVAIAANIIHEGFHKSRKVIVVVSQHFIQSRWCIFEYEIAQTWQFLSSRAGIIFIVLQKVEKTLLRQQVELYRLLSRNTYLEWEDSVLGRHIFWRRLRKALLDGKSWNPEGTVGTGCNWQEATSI
Target sequence (Q99836 whole entry, looked up): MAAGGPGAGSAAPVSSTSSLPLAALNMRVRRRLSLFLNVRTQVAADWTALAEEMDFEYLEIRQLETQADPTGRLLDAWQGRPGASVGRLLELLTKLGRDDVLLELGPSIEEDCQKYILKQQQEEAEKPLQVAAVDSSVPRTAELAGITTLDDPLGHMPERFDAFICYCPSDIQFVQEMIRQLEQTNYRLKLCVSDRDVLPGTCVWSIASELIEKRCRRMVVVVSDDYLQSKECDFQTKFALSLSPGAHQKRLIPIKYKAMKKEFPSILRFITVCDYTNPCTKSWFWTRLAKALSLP
FLuc act counter = affects firefly luciferase, flagging false hits in luciferase stimulation screens | P08659 | 200,000 tested, under 10 active | ATPlite luciferase biochemical, luminescence, 10 min; 0 = ATP-free wells, 1 = DMSO control | activation factor at 10 µM;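 active = luciferase activation factor, scaled between plate controls, of at least 2 with compound at 10 µM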
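Material: Luciferase/luciferin reagent mix | Doses: Test compounds dosed from 2 mM stocks in 100% DMSO | Timing: 10 min incubation after luciferase reagent addition, room temperature | Measured by: Luminescence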
An asterisk follows results filed as active; . = not tested or not shown. Rows are unselected; 5.6% or so of the library scored in one or more.

SMILES | APP transl inh | NF-kB expr up | Diaph inh CS | Diaph act CS | APP 5'UTR act | G6PDH CS | STAT1 activator | FLuc inh counter | TLR4-MyD88 BLA | FLuc act counter
O=C1c2cccnc2C(Nc2ccc(S(=O)(=O)N3CCCCC3)cc2)N1Cc1ccccc1 (stereo not drawn) | -16 | 1 | 6 | 0.9 | 16 | 0 | 106 | 1 | 4 | 1
COc1ccc(S(=O)(=O)N(C)C)cc1NCC(=O)Nc1ccc(Br)c(C)c1 | -29 | 1.2 | 18 | 0.8 | 29 | 6 | 92 | -7 | 1 | 1.1
Fc1ccccc1CSc1ncn[nH]1 | -4 | 0.98 | 7 | 0.9 | 4 | 1 | 104 | -5 | -3 | 1.1
Cn1c(Cn2nnc3ccccc32)nnc1SCC(=O)NCc1ccc2c(c1)OCO2 | 8 | 1.1 | 16 | 0.8 | -8 | 0 | 106 | -5 | -6 | 1.1
O=C(O)CCCNC(=O)CCCNC(=O)C(c1ccccc1)c1ccccc1 | -12 | 0.94 | 6 | 0.9 | 13 | 23 | 98 | -6 | 4 | 1.1
CCOC(=O)Cn1nc(C)n(-c2ccc(C)cc2)c1=O | 10 | 0.95 | 3 | 1 | -10 | 12 | 103 | -6 | 4 | 1.1
CCOc1ccccc1OCCCC(=O)OCC(=O)Nc1cccc(Cl)c1 | 12 | 0.93 | 14 | 0.9 | -12 | 6 | 101 | -8 | 3 | 1.1
CC(=O)c1cccc(NC(=O)c2cnn3ccccc23)c1 | . | 3.4* | -2 | 1 | . | 7 | 129* | 26 | -3 | 0.7
CCOc1ccc(S(=O)(=O)NCCC(=O)N2CCN(c3ccc(OC)cc3)CC2)cc1 | -3 | 0.88 | 11 | 0.9 | 3 | 3 | 82 | -3 | -6 | 1
Cc1ccc(Nc2ncnc3sc(C)c(C)c23)cc1 | -14 | 1.4 | 26 | 0.7 | 14 | 1 | 101 | 2 | -11 | 1
Cn1c(CCNC(=O)C2CCCCC2)nc2cc([N+](=O)[O-])ccc21 | -6 | 1.2 | -5 | 1.1 | 6 | 10 | 102 | 0 | 9 | 1
COc1ccc(/C=N/NC(=O)c2cccc(O)c2)cc1Cn1nc(C)c([N+](=O)[O-])c1C | 7 | 0.64 | 14 | 0.9 | -7 | 1 | 97 | 2 | 12 | 1
Cc1ccc(CCNC(=O)CCc2nc3ccccc3[nH]2)cc1 | -5 | 1.1 | 6 | 0.9 | 5 | 23 | 91 | 2 | 11 | 1
CNS(=O)(=O)c1ccc(NC(=O)Nc2cccc(F)c2)cc1 | -18 | 1.6 | 4 | 1 | 18 | 9 | 114 | 4 | 3 | 1
CNC(=O)CSCc1c(F)cccc1Cl | -7 | 1.1 | 8 | 0.9 | 7 | 4 | 98 | -6 | 0 | 1.1
CC1(C)CC(=O)C=C(NC2CC(C)(C)NC(C)(C)C2)C1 | -4 | 1.3 | 9 | 0.9 | 4 | 2 | 102 | -8 | -4 | 1.1
CC(C)c1nc(CNC(=O)CC2C(=O)NCCN2Cc2ccoc2)cs1 (stereo not drawn) | -5 | 1 | 2 | 1 | 5 | 5 | 101 | -9 | -1 | 1.1
Cc1cc(N2CCN(C)CC2)nc2ccc(NC(=S)N3CCN(c4cccc(Cl)c4)CC3)cc12 | -26 | 1.1 | -25 | 1.2 | 25 | -7 | 103 | -9 | -18 | 1.1
Cc1ccc(NC(=O)COC(=O)CNC(=O)C2CCCCC2)c(Br)c1 | -5 | 2.1 | 4 | 1 | 5 | 4 | 104 | -9 | 1 | 1.1
CCC1(c2ccc(F)cc2)NC(=O)N(CC(=O)Nc2ccc(S(N)(=O)=O)cc2)C1=O (stereo not drawn) | -1 | 1.3 | 8 | 0.9 | 1 | -2 | 104 | -4 | -5 | 1
COc1ccc(C(=O)Nc2ccccc2NC(=O)c2ccco2)cc1OC | -11 | 0.78 | -2 | 1 | 11 | 3 | 101 | 0 | 3 | 1
COc1cccc(OC)c1C(=O)Nc1cc(C)nn1-c1nc2ccccc2[nH]1 | 10 | 0.35 | 24 | 0.8 | -10 | -2 | 78 | -4 | -3 | 1
O=C(NC(=S)N1CCN(c2ccc(Cl)cc2[N+](=O)[O-])CC1)c1cccs1 | 8 | 0.83 | 27 | 0.7 | -8 | 17 | 100 | -1 | 2 | 1
COCc1cc(C)nc(SCC(=O)Nc2ccc(C)c(C)c2)c1C#N | -28 | 1.9 | 2 | 1 | 28 | 6 | 105 | -1 | 18 | 1
COc1ccc(Cc2n[nH]c(=S)n2-c2ccc3c(c2)OCCO3)cc1 | -10 | 1.2 | 14 | 0.9 | 10 | 7 | 102 | 5 | -4 | 0.9
COc1ccc(/C=N\NC(=O)C2C(=O)NCC2c2ccccc2)cc1O (stereo not drawn) | -9 | 1 | -1 | 1 | 9 | 8 | 101 | -6 | -5 | 1.1
CCN1C(=O)c2cccc3c(S(=O)(=O)Nc4ccccc4OC)ccc1c23 | -4 | 0.56 | 51* | 0.5 | 4 | 0 | 83 | -6 | 5 | 1.1
N/C(=N\OC(=O)c1ccc(Cl)c(Cl)c1)c1cccnc1 | -1 | 4* | 6 | 0.9 | 1 | 11 | 118 | 46 | -8 | 0.5
CC(=O)Nc1ccc(S(=O)(=O)N2CCc3c(Cl)cccc3C2)cc1 | 1 | 1 | 2 | 1 | -1 | 6 | 103 | -5 | 8 | 1
Cc1ccsc1/C=N/NC(=O)c1ccc2nc[nH]c2c1 | -11 | 1.2 | 13 | 0.9 | 11 | 4 | 121 | 15 | 1 | 0.8
CNc1ccc(/C=C2\CSc3ccccc3C2=O)cc1[N+](=O)[O-] | -38 | 0.77 | 10 | 0.9 | 38 | -1 | 92 | 55* | -14 | 0.4
CCC1(C)OC(=O)N2CCc3c(C)[nH]c4c(C)ccc(c34)C21C (stereo not drawn) | -2 | 0.85 | 19 | 0.8 | 2 | -13 | 96 | -2 | -4 | 1
COC(=O)C1=NN(C(=O)c2ccccc2)C(C)(O)C1 (stereo not drawn) | -9 | 0.93 | 3 | 1 | 9 | 8 | 92 | -2 | -4 | 1
Cc1ccc(Oc2ccc(OCC(=O)NC(CC(C)C)C(=O)O)cc2)cc1 (stereo not drawn) | 6 | 1.1 | 10 | 0.9 | -6 | 8 | 111 | -4 | -2 | 1
Cc1cc(NC(=O)CSc2nnc(-c3ccncc3)n2-c2ccc(F)cc2)no1 | -1 | 1.1 | -7 | 1.1 | 1 | 3 | 95 | 0 | 0 | 1
O=C(CSc1nnc(-c2ccco2)o1)N1CCN(c2ccccc2)CC1 | 0 | 0.86 | -3 | 1 | 0 | 6 | 98 | -3 | 4 | 1
CCOc1ccc(NC(=S)NCCCn2ccnc2)cc1 | -9 | 0.98 | 5 | 0.9 | 9 | -5 | 104 | -9 | 8 | 1.1
Cc1ccc(S(=O)(=O)N(c2nc(N(C)C)nc(N(C)C)n2)n2cnnc2)cc1 | 27 | 0.86 | 5 | 1 | -27 | 2 | 95 | -2 | 8 | 1
COC(=O)c1c(-c2ccc(C)cc2)csc1NC(=O)c1c(-c2ccccc2)noc1C | -10 | 1.2 | 9 | 0.9 | 10 | 3 | 112 | -5 | -1 | 1
Cc1cc(/C=C(/C#N)c2nc3ccccc3[nH]2)c(C)n1-c1cc(C(=O)O)cc(C(=O)O)c1 | 0 | 0.99 | 45 | 0.6 | 0 | 7 | 95 | -2 | 12 | 1
CCC(CC)C(=O)OCC(=O)Nc1cc(OC)c([N+](=O)[O-])cc1C | -14 | 1.4 | 23 | 0.8 | 14 | 1 | 94 | -6 | -8 | 1.1
CCc1cccc(OCCCCN(CC)CC)c1 | 9 | 0.91 | 6 | 0.9 | -9 | -2 | 100 | 1 | 4 | 1
NC(=O)NOCc1ncc(C(F)(F)F)cc1Cl | -3 | 0.94 | 8 | 0.9 | 3 | 14 | 97 | -5 | -1 | 1.1
O=C(CSc1ccc2ccccc2c1)Nc1ccncc1 | 0 | 0.96 | 14 | 0.9 | 0 | 5 | 94 | -6 | 0 | 1.1
CC(C)N(C=O)C1(C(=O)NC2CCCCC2)CCCCC1 | 9 | 1.1 | 7 | 0.9 | -9 | -15 | 95 | -9 | 5 | 1.1
O=C(Cc1nnc(NC(=O)Nc2ccccc2)s1)NCc1ccccc1 | -13 | 1.4 | 8 | 0.9 | 13 | -8 | 101 | -6 | 1 | 1.1
CC(C)CNc1oc(-c2ccco2)nc1C#N | -9 | 1 | 12 | 0.9 | 9 | 1 | 101 | -4 | -12 | 1
CCN1C(=O)N(CC)C(O)(c2ccccc2)C1(O)c1ccccc1 (stereo not drawn) | 1 | 0.99 | 15 | 0.9 | -1 | 11 | 104 | -7 | 2 | 1.1
CC(/C=N/NC(=O)c1ccncc1)=C\c1ccco1 | 6 | 1.6 | 6 | 0.9 | -6 | 9 | 98 | 29 | 12 | 0.7
Cc1cc(C)nc(N/N=C2/CCCC/C2=C\c2ccccc2)n1 | -11 | 0.87 | 17 | 0.8 | 11 | 2 | 105 | -1 | -9 | 1
CSc1nc(NCC(C)C)nc(N2CCOCC2)n1 | 2 | 1.3 | 8 | 0.9 | -1 | 21 | 100 | -6 | -8 | 1.1
CN(C)CCCOC(=O)c1ccccc1Cl | 18 | 0.99 | 10 | 0.9 | -18 | 8 | 96 | -2 | 0 | 1
Cc1ccc(C(=O)Nc2ccc(N3CCOCC3)nc2)cc1 | -10 | 1.5 | -1 | 1 | 10 | 3 | 110 | -2 | -10 | 1
CCN1CCN(CC(O)COC(C)C)CC1 (stereo not drawn) | -20 | 1.1 | 15 | 0.8 | 20 | 1 | 101 | -2 | -17 | 1
CCOC(=O)c1cnn(-c2nc(C)nc3sc4c(c23)CCC4)c1N | . | . | 23 | 0.8 | . | -1 | . | -8 | . | 1.1
CC(=O)Nc1ccc2c(c1)c1ccccc1n2C(C)=O | 8 | 1.1 | 21 | 0.8 | -8 | 8 | 102 | 0 | -10 | 1
CNC(=O)CN(c1cccc2ccccc12)S(C)(=O)=O | 3 | 1.2 | 5 | 0.9 | -3 | -2 | 99 | -5 | -7 | 1

One compound at a time (already shown).
Results for Cc1cc(C)nc(N/N=C2/CCCC/C2=C\c2ccccc2)n1 = APP transl inh = -11; NF-kB expr up = 0.87; Diaph inh CS = 17; Diaph act CS = 0.8; APP 5'UTR act = 11; G6PDH CS = 2; STAT1 activator = 105; FLuc inh counter = -1; TLR4-MyD88 BLA = -9; FLuc act counter = 1
Results for CNC(=O)CSCc1c(F)cccc1Cl = APP transl inh = -7; NF-kB expr up = 1.1; Diaph inh CS = 8; Diaph act CS = 0.9; APP 5'UTR act = 7; G6PDH CS = 4; STAT1 activator = 98; FLuc inh counter = -6; TLR4-MyD88 BLA = 0; FLuc act counter = 1.1

Laid out differently: results already given
Below each compound: APP transl inh, NF-kB expr up, Diaph inh CS, Diaph act CS, APP 5'UTR act, G6PDH CS, STAT1 activator, FLuc inh counter, TLR4-MyD88 BLA, FLuc act counter
> CC(/C=N/NC(=O)c1ccncc1)=C\c1ccco1
 : 6, 1.6, 6, 0.9, -6, 9, 98, 29, 12, 0.7
> Cc1cc(C)nc(N/N=C2/CCCC/C2=C\c2ccccc2)n1
 : -11, 0.87, 17, 0.8, 11, 2, 105, -1, -9, 1
> CSc1nc(NCC(C)C)nc(N2CCOCC2)n1
 : 2, 1.3, 8, 0.9, -1, 21, 100, -6, -8, 1.1
